# High-throughput results deposited in PubChem BioAssay by several laboratories.
# VIM-2 inhibitor: blocks Pseudomonas aeruginosa VIM-2 metallo-beta-lactamase; purified VIM-2, nitrocefin hydrolysis, epi-absorbance fluorescence; inhibition, % at 5.6 µM; 290,000 compounds, 0.89% hits; AID 1527;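 active means inhibition above the mean of all tested compounds plus 3 SD, cutoff set per screening run, cut at about 7.5% in these data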;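 further: red hydrolysis product quenches plate fluorescence so inhibitors raise well fluorescence; 0% = enzyme with DMSO and 100% = DMSO without enzyme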
# NS3 helicase inh: HCV NS3 helicase inhibition. NS3 helicase DNA unwinding, Cy5 molecular beacon fluorescence. inhibition, % at 10.9 µM. 290,000 compounds, 0.56% hits;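 active means inhibition above the mean of all tested compounds plus 3 SD, set per campaign, cut at about 35% in these data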;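 further: 0% = DMSO wells and 100% = thioflavine S control wells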
#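 Control set: DMSO versus 110 µM thioflavine S; Material: NS3 helicase fragment of HCV; Measured by: Cy5 fluorescence at 0 and 60 min, beacon hairpin quenching; Read-out basis: percent inhibition from t60/t0 fluorescence ratio; Times: reaction time 60 min, 25 °C; Repeats: single replicate; Compound dosing: single dose, 10.9 µM nominal final, DMSO 0.8% final.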
# IMP-1 inh: inhibitors of Pseudomonas aeruginosa IMP-1 metallo-beta-lactamase. purified IMP-1, nitrocefin hydrolysis, epi-absorbance fluorescence. inhibition, % at 5.6 µM. 290,000 compounds, 0.45% hits;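 active means inhibition above the mean plus 3 SD of all compounds in the same screening run, cut at about 4.5% in these data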;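 further: 0% = IMP-1 with DMSO and 100% = DMSO wells lacking enzyme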
#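 System: Purified IMP-1 | Read-out basis: Percent enzyme inhibition | Controls: IMP-1 with DMSO as 0%, enzyme-free DMSO as 100% | Replicates: One well per compound | Doses: 5.6 µM nominal single concentration | Detection: Epi-absorbance fluorescence, 480 nm excitation, 530 nm emission | Incubation: 25 °C, 15 min preincubation, 25 min reaction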
# MEKK2wt PB1 HTS: raises or lowers MEK5 binding to wildtype human MEKK2 PB1 domain | binding response (% of control), % at 10 µM | Q9Y2U5 | 290,000 compounds, 1.1% hits | bead flow cytometry, Alexa488-MEK5 binding to MEKK2 WT; actives lie on both sides; in the data active means binding response below about 67% or above about 130%
# NALP1 yeast inh: blocks the NALP1 inflammasome reconstituted in yeast. S. cerevisiae NALP1/ASC/caspase-1 growth, X-gal OD620, 72 h. inhibition, % at 10 µM. 280,000 compounds, 0.61% hits. AID 2071; in the data active means inhibition mostly above about 24%, no sharp cut-off; inactive means mostly below about 32%; further: some compounds called inactive have numbers as strong as hits
# UBC9 SUMO inh: blocks human SUMOylation mediated by UBC9. P63279. HTRF SUMOylation assay, SAE1/SAE2 + UBC9, in vitro. inhibition, % at 35 µM. 290,000 compounds, 0.36% hits. AID 2006; in the data active means inhibition above about 50%, passing the limit was not always enough; further: strong numbers were not always called active
# Target sequence (P63279 whole entry, looked up): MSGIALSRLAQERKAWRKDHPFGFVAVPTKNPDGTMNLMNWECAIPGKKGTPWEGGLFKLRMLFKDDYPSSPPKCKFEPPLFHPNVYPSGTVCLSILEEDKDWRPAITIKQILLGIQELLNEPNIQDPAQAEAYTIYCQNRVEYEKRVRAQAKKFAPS
# MEKK2 mut-MEK5: signal of MEK5 binding to mutant human MEKK2 PB1 domain. bead flow cytometry, Alexa488-MEK5 binding to MEKK2 mutant. percent response, % at 10 µM. 290,000 compounds, 0.35% hits; in the data active means percent response above about 24%, passing the limit was not always enough; further: inactives centre near 1; some results filed as inactive read as strong as hits
# PfM18AAP inh: PfM18AAP enzyme inhibition; inhibition, % at 7.35 µM; recombinant PfM18AAP, H-Glu-NHMec fluorogenic cleavage; 290,000 compounds, 1.2% hits;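 active means inhibition above the campaign mean inhibition over all tested compounds plus 3 SD, cut at about 28% in these data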;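 further: 0% = plate median of test compound wells and 100% = 2 mM ZnCl2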
# FID counter: displaces DNA intercalator in HCV helicase counter-screen | inhibition, % at 7.9 µM | DNA fluorescent intercalator displacement, fluorescence | 290,000 compounds, 0.17% hits; in the data active means inhibition above about 37%;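 further: 0% = vehicle and 100% = reference compound; higher means more ethidium bromide displaced from hairpin DNA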
# Numbers without * were called inactive; . = no result given.
# The opening 3 records as a preview:
mol	MEKK2 mut-MEK5	MEKK2wt PB1 HTS	UBC9 SUMO inh	FID counter	NS3 helicase inh	NALP1 yeast inh	PfM18AAP inh	VIM-2 inhibitor	IMP-1 inh
Cc1cc(C)c(S(=O)(=O)Nc2cccc3nsnc23)c(C)c1	.	.	20	-18	2	18	-3	-3.2	-2.8
O=C(Nc1nncs1)c1ccc2c(c1)OCO2	11	104	11	-14	6	5	29*	-4.5	-0.8
COc1cccc(N2CCN(S(=O)(=O)c3c(C)[nH]c(C)c3C(=O)N3CCCC3)CC2)c1	6	103	25	-21	-1	13	-6	0.3	-2.4

# The list itself, previewed entries included:
mol	MEKK2 mut-MEK5	MEKK2wt PB1 HTS	UBC9 SUMO inh	FID counter	NS3 helicase inh	NALP1 yeast inh	PfM18AAP inh	VIM-2 inhibitor	IMP-1 inh
Cc1cc(C)c(S(=O)(=O)Nc2cccc3nsnc23)c(C)c1	.	.	20	-18	2	18	-3	-3.2	-2.8
O=C(Nc1nncs1)c1ccc2c(c1)OCO2	11	104	11	-14	6	5	29*	-4.5	-0.8
COc1cccc(N2CCN(S(=O)(=O)c3c(C)[nH]c(C)c3C(=O)N3CCCC3)CC2)c1	6	103	25	-21	-1	13	-6	0.3	-2.4
CC12CC3(C)CC(C)(C1)CC(C(=O)NCc1ccccn1)(C2)C3	2	106	21	-22	7	11	-4	-2.9	-1.0
CC1=C(C(=O)OCc2ccccc2)C(c2cccnc2)c2c(n(C)c(=O)n(C)c2=O)N1 (centres undefined)	5	103	9	-4	0	14	-5	-4.2	-1.7
O=C(Nc1ccc2ccccc2n1)C1CCCCC1	-38	78	14	-10	-4	.	-11	-0.8	0.0
O=C(OCCNc1nc(-c2ccccc2)nc2ccccc12)c1ccncc1	7	133	-6	7	-8	-7	-3	9.6*	-5.1
Cc1ccc(NC(=O)CNCC(c2ccccc2)N(C)C)cc1F (centres undefined)	-7	98	35	13	-6	.	18	-3.1	-2.0
CC1(C(=O)NNC(=O)c2ccc(=O)oc2)CC1Br (centres undefined)	2	96	7	-8	18	9	14	-4.6	-1.8
N#C/C(=C\c1cn[nH]c1-c1ccc(Cl)cc1)C(=O)NCc1ccccc1	.	.	-12	-1	-9	8	12	-0.9	-0.7
CC(O)c1nc2ccccc2n1CCOc1ccccc1 (centres undefined)	5	98	11	-9	-3	3	4	-2.1	-5.6
Cc1ccc(-c2cc3nc(C)cc(NCc4ccco4)n3n2)cc1	6	102	6	-2	-7	-5	11	-0.1	-2.0
COc1cc(C(=O)ON=C2C3CC4CC(C3)CC2C4)cc(OC)c1OC	1	102	-1	-34	-4	18	-2	-0.8	-2.5
CCCn1c(SCC(=O)NNC(=O)c2ccc(OC)cc2)nnc1C(C)C	4	107	-2	-11	-1	30	-11	-0.3	-2.0
CSc1ccccc1OCc1cc(C(=O)N(C)CCc2c(C)n[nH]c2C)no1	-3	99	4	-41	11	15	6	1.2	-1.1
CN1C2CCC1/C(=C\c1ccccc1)C(=O)/C2=C\c1ccccc1	-3	97	12	-1	-14	-1	2	-5.5	-1.1
CC1CCN(CC(=O)Nc2sc3c(c2C#N)CCC3)CC1	-2	101	0	4	10	12	8	-2.8	-0.3
Cc1cc(C)n(-c2ccc(C(=O)Nc3ccccc3N3CCOCC3)cc2)n1	3	101	21	-35	-4	-5	1	-3.6	-0.3
COc1ccccc1C(=O)Nc1ccc2c(c1)n(C)c(=O)n2C	7	109	11	-8	1	6	-4	0.3	-1.6
NC(=S)N=Nc1c(O)n(Cc2ccc(Br)cc2)c2ccccc12	-2	94	0	8	6	16	-3	-0.7	0.3
COc1ccc(CCN=C(NS(=O)(=O)c2ccccc2)c2ccccc2)cc1OC	-6	93	4	-17	-4	6	2	-2.3	-1.1
CSC1=NCCN1C(=O)c1cccc(Br)c1	7	101	6	-7	6	-4	-2	-2.3	-2.9
CCOC(=O)C1C(c2ccccc2O)NC(=O)NC1(O)C(F)(F)F (centres undefined)	-1	104	10	-4	-6	11	-17	-3.9	-1.5
CSc1nnc(NC(=O)c2nc(S(=O)(=O)Cc3ccccc3)ncc2Cl)s1	0	96	11	-38	13	-12	-25	-4.9	-4.2
Cn1ncc([N+](=O)[O-])c1C(=O)Nc1nccs1	-1	101	1	-3	0	29	-10	-1.1	-2.8
Cc1csc(NC(=O)C(C)N2C(=O)c3ccccc3S2(=O)=O)n1 (centres undefined)	1	98	.	-5	-8	13	-3	-5.7	-2.5
CC(C)NC(=O)CN(Cc1ccc(F)cc1)C(=O)CCC(=O)Nc1nccs1	2	106	-6	-19	0	8	-4	-2.4	-5.5
COc1ccc(-c2nc(SC)n(C)c(=O)c2C#N)cc1OC	16	111	18	-7	2	18	3	4.3	-1.6
CCc1nc2nc(C)c(NS(=O)(=O)c3ccc(Br)s3)c(=O)n2[nH]1	-4	92	11	-4	17	13	-10	1.8	-0.2
Cc1ccc(C(=O)CS(C)(=O)=O)cc1	3	101	-7	-7	-1	25	-5	-2.1	-3.0
COc1ccc(-c2[nH]ncc2CN2CCSCC2)c(OC)c1	-1	98	12	-1	1	-1	7	-1.7	-4.0
Cn1c(=O)c2c(-c3ccccc3)n(CCCN3CCOCC3)cc2n(C)c1=O	1	99	11	-7	-2	9	8	5.7	-5.0
N/C(=N\OC(=O)CCCOc1ccc(Cl)cc1Cl)c1ccncc1	1	100	1	-14	2	4	4	-2.0	-3.5
CCOC(=O)c1cccc(Nc2ncnc3ccc(C)cc23)c1	-2	101	31	-17	-6	32	3	-2.7	-1.9
c1cc2ccc3ccc(-n4cnnn4)c4ccc(c1)c2c34	4	107	32	-4	0	18	4	1.0	-2.4
O=C1Cn2c(nc3ccccc32)N1c1ccccc1F	3	101	3	-3	1	3	-1	-3.3	3.6
COc1ccccc1OCCn1cc(C(=O)c2ccco2)c2ccccc21	0	105	-27	-15	-10	3	-7	-2.5	-0.6
Cc1ccc(Nc2c(-c3ccc(N(C)C)cc3)nc3ncccn23)cc1	-10	89	12	2	-2	-4	1	-2.4	-2.7
CCN(CC)S(=O)(=O)c1ccc(N2CCOCC2)c(NC(=O)c2cc(-c3ccccn3)nc3ccccc23)c1	-3	96	0	-33	-23	-6	3	-5.5	-5.3
NC(=NCc1ccco1)NC(=O)c1ccccc1	3	114	18	0	4	-6	-6	-0.7	-1.4
CN(C)c1ccc(/C=N/n2c(C3CCCCC3)n[nH]c2=S)cc1	3	99	2	-34	-18	-6	-5	-2.5	-2.4
O=C(O/N=C1\CCS(=O)(=O)c2sccc21)c1ccccc1	11	109	14	-5	11	0	10	-1.3	-2.0
COc1ccc(/C=C/C(=O)OCC(=O)Nc2ccc(OC)c(S(=O)(=O)N3CCCCC3)c2)cc1	23	119	-4	-21	-1	29	-3	-2.1	-1.8
COC(=O)CCC(=O)Nc1sc2c(c1C#N)CCCC2	11	107	-7	-3	0	1	10	-3.1	-3.1
CC(C)(C)C1CCc2onc(C(=O)Nc3cccnc3)c2C1 (centres undefined)	4	102	-3	-21	-4	-2	3	-0.8	-1.6
CN(C)S(=O)(=O)N1C(=O)c2ccccc2C1=O	-6	98	10	1	10	19	-2	-4.2	-2.6
Cc1sc(NC(=O)Cn2[nH]c(=O)c3ccccc3c2=O)nc1-c1ccccc1	2	93	28	-18	6	9	-3	-4.6	-3.5
COc1nc2ccccc2nc1CCC(=O)O	-2	103	3	2	-13	-9	3	-2.0	-1.9
N#Cc1nc(-c2ccco2)oc1N1CCN(c2ccccc2)CC1	3	102	24	-5	-4	-3	5	0.1	-2.4
Cc1onc(-c2c(Cl)cccc2Cl)c1/C(N)=N/OC(=O)C1CC1	-20	87	8	-11	12	17	2	0.6	0.2

# (list continues)
mol	MEKK2 mut-MEK5	MEKK2wt PB1 HTS	UBC9 SUMO inh	FID counter	NS3 helicase inh	NALP1 yeast inh	PfM18AAP inh	VIM-2 inhibitor	IMP-1 inh
O=C1N/C(=N\S(=O)(=O)Cc2ccccc2)S/C1=C/c1cccc([N+](=O)[O-])c1	2	103	18	-11	23	1	0	-3.1	-3.4
COc1cccc(OC)c1OCCCCc1c(C)n[nH]c1C	4	102	16	-21	-8	-8	-12	-1.6	-3.1
CC1Oc2ccccc2C=C1/C=N\NC(=O)c1cccnc1 (centres undefined)	0	101	19	-14	-9	1	-2	-3.3	-5.0
CCOC(=O)C1=C(COC(=O)/C=C/c2cccc(OC)c2)NC(=O)NC1C (centres undefined)	1	100	8	-38	16	18	-2	-0.1	1.6
Cn1c(=O)oc2cc(S(=O)(=O)N3CCN(Cc4ccc5c(c4)OCO5)CC3)ccc21	2	101	11	-1	-5	-1	1	-2.7	-0.8
Cc1cccnc1NC(=O)CN1C(=O)COc2ccc(Cl)cc21	3	103	15	-6	-6	-59	-11	0.0	-2.1
Cc1nn(Cc2ccccc2Cl)c(Cl)c1/C=C/C(=O)OCC(=O)NC1CCS(=O)(=O)C1 (centres undefined)	-5	97	3	-18	3	-8	3	-0.9	-1.2
O=C(CN1CCC(n2nnc3cc(F)ccc32)CC1)NNC(=O)c1ccccc1	1	99	-17	-3	0	4	-10	-4.8	-1.8
Cc1ccc2nc(-c3sc4nc(C)ccc4c3N)[nH]c2c1	4	87	6	-11	10	11	11	-4.5	-4.0
COc1cc(CCC(=O)OCC(=O)Nc2cccc(S(N)(=O)=O)c2)cc(OC)c1OC	2	102	-7	-13	-5	18	-1	1.4	-2.0
Fc1ccc(-n2nnc(-c3ccccc3Br)n2)cc1	9	109	1	-12	29	-5	5	-2.1	-1.1
COC(=O)C1=C(C)OC(N)=C(C#N)C1c1ccccc1F (centres undefined)	-6	91	-10	1	-2	-32	0	-1.0	-3.9
CC(=O)c1sc(N/N=C\c2ccc(N(C)C)cc2)nc1C	4	103	-3	-9	-15	16	4	-2.0	-1.9
COc1ccc(N2C(=O)CCC(C(=O)NCCCN3CCC(C)CC3)C2c2ccc(OC)c(OC)c2)cc1 (centres undefined)	-12	98	1	4	1	0	-1	-0.5	-2.7
CC(=O)NS(=O)(=O)c1ccc(NC(=O)c2ccc(Cl)cc2[N+](=O)[O-])cc1	2	103	13	-4	2	10	1	-2.9	-2.8
CCOC(=O)N1CCC(NC(=O)Cc2ccc(-n3c(=O)[nH]c4ccccc4c3=O)cc2)CC1	.	.	.	-7	-3	.	1	-2.1	-2.3
CSc1nsc(/C=C/Nc2ccc(F)cc2)c1C#N	-10	93	6	-1	3	3	-4	-2.1	-2.6
O=C(NCCNC(=O)c1ccc(Cl)cc1Cl)c1ccccn1	-4	98	7	-2	4	4	-3	-1.8	-1.4
Cc1cc(C)cc(NC(=O)c2ccc(Cn3nc(C)c(Cl)c3C)o2)c1	0	97	-2	-30	-16	-98	-7	0.3	-1.6
